# Bioassay records from PubChem.
# FBPA Giardia inh – blocks Giardia fructose-bisphosphate aldolase activity; Potency, µM (highest dose often 59.6 µM), without a hit: top-dose activity, negative = inhibition, hits mostly inhibitors; AID 2451; purified Giardia FBPA; A8B2U2; actives 0.71% (n = 290,000); also: potency is read from the fitted curve at half-maximal effect; nearly all actives have a fitted effect of over 55% in size
# Target sequence (A8B2U2 whole entry, looked up): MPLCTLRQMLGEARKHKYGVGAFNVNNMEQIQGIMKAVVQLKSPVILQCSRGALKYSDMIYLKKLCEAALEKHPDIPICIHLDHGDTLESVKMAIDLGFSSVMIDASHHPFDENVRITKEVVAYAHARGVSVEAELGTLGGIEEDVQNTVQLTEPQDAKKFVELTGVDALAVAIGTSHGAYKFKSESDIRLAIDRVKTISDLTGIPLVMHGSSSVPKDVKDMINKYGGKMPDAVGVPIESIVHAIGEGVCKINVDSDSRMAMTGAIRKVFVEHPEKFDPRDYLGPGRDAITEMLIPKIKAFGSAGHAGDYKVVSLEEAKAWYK
#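 40 nM FBPA preincubated 10 min at RT with compound (up to 57.5 uM final), then substrate plus GAPDH/TPI/NAD/arsenate coupling and diaphorase/resazurin added. Fluorescence read after 20 min at RT, 525/598 nm.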
# HCMV antiviral – inhibitors of human cytomegalovirus; HFF cells, HCMV-luciferase reporter, 72 h; hits give low values; activity change, negative = inhibition, % at 57.5 µM; actives 4.5% (n = 410,000); in the data active = activity change below about -60%; inconclusive = no clear call, values can overlap the other calls; inactive = above about -39%
#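 Screen run at 2 compound doses on HFFs infected with reporter HCMV, MOI 1 PFU/cell. Luciferase activity from cell lysates at 72 h post infection gave inhibition relative to buffer-only and Salinomycin wells.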
# AMA1-RON2 inh – inhibitors of Plasmodium falciparum AMA1-RON2 interaction; Potency, µM (top dose mostly 58.2 µM), without a hit: at the top dose activity change, negative = inhibition, hits mostly inhibitors; actives 0.2% (n = 360,000); AlphaScreen AMA1-biotinylated RON2 peptide binding; AID 720542;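 also: potency is read from the fitted curve at half-maximal effect; 0% = vehicle wells and -100% = peptide control; nearly all actives have a fitted effect of over 45% in size; some results filed as inactive show a strong effect at the top dose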
#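 AMA1 (3D7) with his tag at 25 nM final met compounds first, then biotinylated RON2 peptide at 25 nM; detection used donor plus acceptor beads, 10 µg/mL apiece, read by AlphaScreen after 30 min at room temperature.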
# AmpC no deterg – AmpC beta-lactamase inhibition without detergent | AID 485341 | actives 0.52% (n = 330,000) | AmpC nitrocefin hydrolysis, absorbance 480 nm, 0.0001% Triton | Potency, µM (titrated, usually from 57.1 µM), for inactives: at the top dose activity change, negative = inhibition, usual class: inhibitors;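 also: potency is read from the fitted curve at half-maximal effect; plate controls were no compound for no effect and no enzyme for full effect; nearly all actives have a fitted effect of over 20% in size; some results filed as inactive show a strong effect at the top dose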
# Target sequence (P00811 whole entry, looked up): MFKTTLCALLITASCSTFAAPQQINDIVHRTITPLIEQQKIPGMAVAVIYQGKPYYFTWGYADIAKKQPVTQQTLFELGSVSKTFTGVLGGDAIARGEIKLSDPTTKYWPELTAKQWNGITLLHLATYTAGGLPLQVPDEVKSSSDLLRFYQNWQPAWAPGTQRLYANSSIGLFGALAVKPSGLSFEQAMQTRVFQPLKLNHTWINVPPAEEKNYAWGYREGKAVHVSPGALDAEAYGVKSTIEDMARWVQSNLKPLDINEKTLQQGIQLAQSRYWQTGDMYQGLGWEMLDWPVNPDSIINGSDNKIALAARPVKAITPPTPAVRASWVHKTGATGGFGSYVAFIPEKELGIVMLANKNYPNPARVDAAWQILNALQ
#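 20 mM phosphate pH 7.0 + 0.01% (detergent screen) or 0.0001% Triton X-100; 5.3 nM AmpC reagent; cpd preinc 15 min RT; nitrocefin (800 uM stock) to start; A480 q20 s × 4 min; Activity was normalised to no-enzyme and no-compound control wells.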
# Sm TGR block – inhibitors of Schistosoma mansoni thioredoxin glutathione reductase; purified TGR, DTNB reduction, TNB absorbance 405 nm; Potency, µM (titrated, usually from 114 µM), for inactives: at the highest dose activity change, negative = inhibition, actives largely listed as inhibitors; actives 3% (n = 360,000); Q962Y6; AID 485364; also: potency is read from the fitted curve at half-maximal effect; nearly all actives have a fitted effect of over 60% in size
#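 Kinetic colorimetric format: TGR-catalysed, NADPH-driven DTNB reduction monitored via TNB absorbance. Enzyme dispensed at 20 nM; compound exposure 15 min at room temperature before reaction start.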
# AmpC detergent – inhibitors of E. coli AmpC beta-lactamase with detergent; actives 0.041% (n = 370,000); P00811; AmpC hydrolysis of nitrocefin, absorbance 480 nm, 0.01% Triton; Potency, µM (series often up to 114 µM), inactives show at the top dose activity change, negative = inhibition, usual class: inhibitors;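 also: potency is read from the fitted curve at half-maximal effect; 0% = no-compound wells and -100% = no-enzyme wells; nearly all actives have a fitted effect of over 25% in size; some results filed as inactive show a strong effect at the top dose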
#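 AmpC (5.3 nM in the dispensed reagent) in 20 mM phosphate pH 7.0 with 0.01% (detergent screen) or 0.0001% Triton X-100 was preincubated with compounds for 15 min at room temperature. Nitrocefin was then added from an 800 uM solution, and hydrolysis was followed at 480 nm.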
# An asterisk follows results filed as active; u = inconclusive; x = no result given; [ ] = remark or other dose. Unless noted, calls follow the shape of the dose curve; as a rule, active = well fitted curve in the direction sought with a large enough effect; inconclusive = small, poorly fitted or top-dose-only effect, or another doubt; inactive = no such curve, though single readings can be large; an effect the other way counts as inactive or inconclusive. Unless noted, % is scaled to controls: 0 for no effect and ±100 for the full control effect.
# Start of the data: the first 6 records, ahead of the listing:
# The line under a structure holds: FBPA Giardia inh, HCMV antiviral, AMA1-RON2 inh, AmpC no deterg, Sm TGR block, AmpC detergent
- O=C(NCc1cccc(Cl)c1)c1ccc(NC(=O)N2CCSc3ccccc32)cc1
 : x, -5, x, x, -2%, 6%
- COc1cc(OC)c(OC)cc1/C=C1/Cc2ccccc2C1=O
 : 8%, -10, 0%, -15%, -17%, -1%
- O=C1N=C(N2CCOCC2)CS1
 : 3%, -13, -4%, 1%, -21%, 3%
- CNc1nc(Cl)c(SC)c(NCc2ccc(F)cc2)n1
 : 9%, x, -1%, -25%, -1%, -1%
- Cc1cc(NS(=O)(=O)c2ccc(NC(=O)N[C@H](C(=O)O)C(C)C)cc2)no1
 : -23%, 0, -6%, -12%, 5%, 0%
- CCOc1ccc(NC(=O)CCC(=O)c2ccc(Br)cc2)cc1
 : 4%, 0, 9%, -17%, -10%, 5%

# All compounds of this part, from the start:
# The line under a structure holds: FBPA Giardia inh, HCMV antiviral, AMA1-RON2 inh, AmpC no deterg, Sm TGR block, AmpC detergent
- O=C(NCc1cccc(Cl)c1)c1ccc(NC(=O)N2CCSc3ccccc32)cc1
 : x, -5, x, x, -2%, 6%
- COc1cc(OC)c(OC)cc1/C=C1/Cc2ccccc2C1=O
 : 8%, -10, 0%, -15%, -17%, -1%
- O=C1N=C(N2CCOCC2)CS1
 : 3%, -13, -4%, 1%, -21%, 3%
- CNc1nc(Cl)c(SC)c(NCc2ccc(F)cc2)n1
 : 9%, x, -1%, -25%, -1%, -1%
- Cc1cc(NS(=O)(=O)c2ccc(NC(=O)N[C@H](C(=O)O)C(C)C)cc2)no1
 : -23%, 0, -6%, -12%, 5%, 0%
- CCOc1ccc(NC(=O)CCC(=O)c2ccc(Br)cc2)cc1
 : 4%, 0, 9%, -17%, -10%, 5%
- Cc1ccc(NC(=O)Nc2nc(-c3ccc(C)s3)cs2)cc1
 : 1%, -22, 1%, -54%, 2%, u
- CCCn1c(SC(C)C(=O)NC2CCCC2)n[nH]c1=O (centres undefined)
 : x, -9, -7%, -12%, 0%, -7%
- O=C(C1=C(O)C(=O)N(CCN2CCOCC2)C1c1ccccn1)c1cccs1 (centres undefined)
 : u, 46, 50%[activator], -11%, 20µM*, u
- c1ccc(COc2ccc(OCCCN3CCCC3)cc2)cc1
 : -26%, 11, -6%, 12%, -6%, -7%
- CCn1c(=O)c2sccc2n2c(CCCC(=O)N3CCN(c4ccc(F)cc4)CC3)nnc12
 : x, u, x, x, -3%, 17%
- Cc1cccc2cc(CN(CCCO)C(=O)Nc3cccc(Cl)c3)c(=O)[nH]c12
 : -12%, 16, 0%, 55%, 1%, -12%
- Cc1c(CCO)c(=O)[nH]n1C(=O)c1ccc(F)cc1
 : 5%, u, -1%, -15%, 4%, -13%
- CC(=C/c1ccc(C(C)C)cc1)/C=N/NC(=O)Cn1nc(C)cc1C
 : 5%, -23, 15%, 1%, -3%, -7%
- O=C(Nc1nnc(Cc2ccccc2F)s1)c1ccccc1Cl
 : -13%, 18, 8%, -29%, -13%, u
- O=C(CC1C[C@H](C(=O)N2CCOCC2)[C@@]2(CCC3CCCC3)c3[nH]c4ccccc4c3CCN2C1=O)NCCc1ccccn1 (some centres undefined)
 : x, -4, 58%[activator], 18%, x, x
- Fc1ccc(OCc2nn[nH]n2)c(F)c1
 : u, -32, 5%, -3%, -19%, -8%
- C=CCn1c(O)c(C2=c3ccccc3=NC2=O)c2ccccc21
 : 5%, 10, u, -29%, u, 2%
- Cn1c(C(=O)Nc2cccc(C(F)(F)F)c2)cc2c(=O)n3ccccc3nc21
 : x, 64, x, x, -6%, -2%
- CC1(C)C(=O)Nc2ccccc2N1C(=O)COC(=O)CCSc1ccccc1
 : -13%, 8, -2%, 1%, -7%, 9%
- Cc1ccc(C(=O)NCCCNC(=O)c2cccnc2)cc1
 : 0%, 12, -11%, -15%, 0%, -8%
- COc1ccc2nc(NC(=O)c3cc(C)oc3C)sc2c1
 : -4%, 46, 91%[activator], -14%, -8%, -6%
- COc1ccc(-c2noc(CCCC(=O)NC3CCCC3)n2)cc1OC
 : 6%, -17, -12%, 22%, -4%, -13%
- Cc1ccc(S(=O)(=O)CCC(=O)O)cc1C
 : 6%, u, 1%, -16%, 0%, -5%
- COc1cc(-c2cccs2)cc(=O)c2c(C)oc(C)c12
 : u, u, -6%, -26%, 40µM*, 1%
- CCCCOC(=O)C1=C(C)NC(=O)NC1c1ccc(OC)cc1 (centres undefined)
 : 9%, -13, -11%, 1%, 6%, -7%
- Cc1nnc(N/N=C/c2ccc(-c3ccc(Br)cc3)o2)n1N
 : 16µM*, -17, 88%[activator], 48%, 5%, -8%
- COc1cc(C(=O)NCCNC(=O)c2ccc(C)nc2)cc(OC)c1OC
 : 2%, -3, -3%, -10%, 5%, -11%
- O=C(NCc1ccco1)/C(=C/c1cccc([N+](=O)[O-])c1)NC(=O)c1ccco1
 : 2%, 21, -7%, -12%, -21%, -14%
- Cc1[nH]c2ccccc2c1C(=O)C(=O)NCCc1ccc(S(N)(=O)=O)cc1
 : -1%, -12, -16%, -26%, 0%, 2%
- CCOC(=O)CNC(=O)C(=O)c1c(O)[nH]c2ccccc12
 : 2%, 14, -7%, -13%, 3%, -12%
- CCC(Oc1ccccc1)C(=O)NCc1ccc(S(N)(=O)=O)cc1 (centres undefined)
 : 2%, -32, 22%, -30%, 1%, u
- CCOc1ccc(NS(=O)(=O)c2ccc(C(=O)NCC3(N4CCCCC4)CCCCC3)cc2)cc1
 : x, 19, 11%, -12%, -9%, 1%
- CCCCn1c(-c2cccs2)nc2nc3ccccc3nc21
 : x, 20, 36%[activator], -18%, 14%, 1%
- CCc1nc2c(C#N)c(-c3ccc(Cl)cc3)ccn2n1
 : -1%, u, -4%, -2%, -11%, u
- COC(=O)C1C/C(=N\NS(=O)(=O)c2ccc(C)cc2)c2ccccc2C1 (centres undefined)
 : x, -23, 6%, 0%, -33%, -6%
- Cc1ccc(CNC(=O)c2sc3nc(C)cc(C)c3c2-n2cccc2)cc1
 : x, -16, x, x, -16%, 4%
- CCOC(=O)Nc1ccc2c(C)cc(=O)oc2c1
 : -8%, 164, 8%, -15%, -20%, -1%
- O=C(c1cc(S(=O)(=O)N2CCCCC2)ccc1F)N1CCC2(CC1)OCCO2
 : 9%, 20, 2%, 0%, 4%, 1%
- CCCC(=O)Nc1ccc(N2CCN(C(=O)c3cccs3)CC2)cc1
 : 0%, 22, 13%, -27%, 8%, 2%
- COC(=O)c1nnn(-c2cccc(C)c2)c1N
 : x, 2, x, x, 1%, -4%
- Clc1ccc(-c2nnc(SCc3nc4ccccc4s3)o2)cc1
 : -3%, 98, 17%, -21%, -2%, -11%
- O=C(NN1CCOCC1)c1ccco1
 : x, 81, 0%, -17%, -12%, u
- CC(=O)Nc1nnc(S(N)(=O)=O)s1
 : 2%, -24, -5%, -6%, 10%, u
- O=C(NCC1CCCO1)c1cc(NS(=O)(=O)c2cccs2)cc(NS(=O)(=O)c2cccs2)c1 (centres undefined)
 : 7%, -32, 4%, -34%, -10%, -2%
- CN(C)c1ccc(CNC(=O)c2ccccc2NC(=O)c2nsc3ccccc23)cc1
 : x, 16, x, x, 0%, 24%
- Cn1ncc(Br)c1C(=O)N1CCCC1
 : x, -22, -2%, -4%, 3%, 0%
- OCCSc1nc(N2CCOCC2)nc(N2CCOCC2)n1
 : 0%, 59, -16%, -13%, 8%, 3%
- COC(=O)c1c2c(nc3ccccc13)CCC2
 : 3%, 3, 0%, -18%, -18%, u
- COCCNc1nc(C)c(C(C)=O)s1
 : -8%, -2, -12%, -18%, 0%, 0%
- COc1cccc(-n2c(SCC(=O)NC3CCCC3)nnc2-c2ccco2)c1
 : 2%, -20, -10%, -2%, u, 4%
- N#Cc1ccccc1OCC(=O)OCC(=O)N1CCCC1
 : x, 2, -5%, -15%, x, x
- CC(=O)Nc1ccc(NC(=O)COc2ccc(-c3ccc(C#N)cc3)cc2)cc1
 : x, 21, 2%, -19%, 1%, 0%
- Cn1nc2c(c1C(=O)O)CCCC2
 : -4%, 41, -8%, -18%, -28%, 0%
- CCn1c(=O)c(C(=O)Nc2ccccn2)c(O)c2ccccc21
 : -6%, 25, -1%, -5%, 7%[57.1 µM], -1%
- Cc1ccc(CNC(=O)c2ccc(N3CCC4(CC3)CC(c3ccccc3)=NO4)c(NC(=O)c3ccc(Cl)c([N+](=O)[O-])c3)c2)cc1
 : x, 7, -4%, -37%, -1%, -13%
- Cc1c(C(=O)c2ccc(F)cc2F)c2ccccn2c1CCC#N
 : u, 9, -21%, -20%, 35µM*, -2%
- CN(c1cccc(NC(=O)c2ccccc2N(C)S(C)(=O)=O)c1)S(C)(=O)=O
 : 1%, -30, -5%, -15%, 0%, -4%
- Cc1ccc2c(c1)N(C(C)C(=O)NCc1cccs1)C(=O)CO2 (centres undefined)
 : 5%, -23, 11%, -12%, 0%, 5%
- CCOc1cnc(-c2c(-c3c(F)cccc3Cl)noc2C)o1
 : -3%, 11, 1%, 3%, 1%, 6%

# Four compounds already listed, arranged by molecular weight, highest first.
# The line under a structure holds: FBPA Giardia inh, HCMV antiviral, AMA1-RON2 inh, AmpC no deterg, Sm TGR block, AmpC detergent
- Cc1ccc(CNC(=O)c2ccc(N3CCC4(CC3)CC(c3ccccc3)=NO4)c(NC(=O)c3ccc(Cl)c([N+](=O)[O-])c3)c2)cc1
 : x, 7, -4%, -37%, -1%, -13%
- O=C(NCC1CCCO1)c1cc(NS(=O)(=O)c2cccs2)cc(NS(=O)(=O)c2cccs2)c1 (centres undefined)
 : 7%, -32, 4%, -34%, -10%, -2%
- COc1cccc(-n2c(SCC(=O)NC3CCCC3)nnc2-c2ccco2)c1
 : 2%, -20, -10%, -2%, u, 4%
- CC(=O)Nc1ccc(NC(=O)COc2ccc(-c3ccc(C#N)cc3)cc2)cc1
 : x, 21, 2%, -19%, 1%, 0%

# Further compounds:
# The line under a structure holds: FBPA Giardia inh, HCMV antiviral, AMA1-RON2 inh, AmpC no deterg, Sm TGR block, AmpC detergent
- NC(=O)[C@@H]1CCCN1Cc1c(C(=O)N2CCc3ccccc3C2)nc2ccc(Cl)cn12
 : x, 9, 16%, 44%, -9%, 0%
- Cc1ccc(/C=C(\NC(=O)c2ccccc2)C(=O)N2CCCC2C(=O)O)cc1 (centres undefined)
 : 1%, -39, 4%, -21%, 1%, u
- COc1cc2c(cc1OC)C(C)N(C(=O)CCc1c[nH]c3ccccc13)CC2 (centres undefined)
 : -7%, 37, -7%, 18%, 9%, -3%
- CO/N=C/CC(=O)c1ccc(OC)cc1
 : 2%, -35, 13%, -4%, x, 2%
- CCOC(=O)c1c(N)sn(-c2ccccc2)c1=S
 : 2%, -6, -3%, -9%, 5%, 2%
- Cc1cc(OCC(=O)Nc2ccc(CCO)cc2)c2c(C)c(C)c(=O)oc2c1
 : -1%, 112, -3%, 72%[activator], -1%, 1%
- Cc1ccc(S(=O)(=O)N2CCN(C(C)C(=O)N3CCCc4ccccc43)CC2)cc1 (centres undefined)
 : -1%, -6, -10%, 72%[activator], -14%, -10%
